FAS-TE inh: FAS thioesterase domain inhibitors, primary screen, biochemical, fluorescence intensity, uHTS. recombinant FAS-TE, OMFH fluorogenic substrate, fluorescence endpoint. inhibition, % at 15 µM. actives 0.67% (n = 360,000). AID 602261, 2012;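 active = compounds whose normalised, plate-corrected inhibition of enzyme fluorescence in the single-dose primary screen is 50% or more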;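 also: 0% = DMSO with enzyme and 100% = substrate without enzyme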
Rin1 Abl inh: inhibitors of Rin1-Abl protein binding, primary screen, biochemical, TR-FRET; actives 0.4% (n = 360,000); Tyrosine-protein kinase ABL1 (Homo sapiens) + Ras and Rab interactor 1 (Homo sapiens), …; inhibition, % at 7.35 µM; in the data active = inhibition above about 5%, passing the limit was not always enough
MLLE-PAM2 inh: inhibitors of PABP1 MLLE–PAM2 peptide binding, primary screen, biochemical, fluorescence polarization, FITC-PAM2, GST-MLLE; Polyadenylate-binding protein 1 (Homo sapiens), P11940; inhibition, % at 20 µM; actives 0.36% (n = 360,000); AID 588489, 2011; in the data active = inhibition above about 35%, passing the limit was not always enough;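 also: plate controls were DMSO wells with GST-MLLE for no effect and wells lacking GST-MLLE protein for full effect; some results filed as inactive read as strong as hits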
MT1-MMP act inh: blockers of MT1-MMP proenzyme processing, primary screen, HT1080 RFP-PRO-GFP cells, GFP/RFP fluorescence | Matrix metalloproteinase-14 (Homo sapiens), P50281 | GFP/RFP ratio fluorescence, overnight; percent of plate control window, DMSO zero | GFP/RFP ratio change, % at 20 µM | actives 0.061% (n = 360,000) | AID 651647, 2012;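 active = GFP/RFP ratio change of at least 30% with cell ATP level not reduced by more than half and red fluorescence within 50% of control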; also: strong numbers were not always called active
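Assay system: HT1080 RFP-PRO-GFP cells. Benchmarks: DMSO vehicle wells and RFP-L50D-GFP reporter cell wells. Times: overnight cell settling, then overnight compound exposure, 37 °C, 5% CO2. Compound: 20 µM single dose, 1% DMSO. Read-out basis: GFP/RFP fluorescence ratio.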
CendR NRP1 mod: modulators of CendR peptide binding to NRP-1, primary screen, biochemical, fluorescence polarization, uHTS; Neuropilin-1 (Homo sapiens), O14786; FAM-RPARPAR peptide binding to NRP-1; inhibition, % at 25 µM; actives 0.85% (n = 360,000);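 active = inhibition or corrected inhibition above about 18%, plus a signal ratio from 0.5 to 1.5, limit read from the data, passing the limit was not always enough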; also: strong numbers were not always called active
Target sequence (O14786 whole entry, looked up): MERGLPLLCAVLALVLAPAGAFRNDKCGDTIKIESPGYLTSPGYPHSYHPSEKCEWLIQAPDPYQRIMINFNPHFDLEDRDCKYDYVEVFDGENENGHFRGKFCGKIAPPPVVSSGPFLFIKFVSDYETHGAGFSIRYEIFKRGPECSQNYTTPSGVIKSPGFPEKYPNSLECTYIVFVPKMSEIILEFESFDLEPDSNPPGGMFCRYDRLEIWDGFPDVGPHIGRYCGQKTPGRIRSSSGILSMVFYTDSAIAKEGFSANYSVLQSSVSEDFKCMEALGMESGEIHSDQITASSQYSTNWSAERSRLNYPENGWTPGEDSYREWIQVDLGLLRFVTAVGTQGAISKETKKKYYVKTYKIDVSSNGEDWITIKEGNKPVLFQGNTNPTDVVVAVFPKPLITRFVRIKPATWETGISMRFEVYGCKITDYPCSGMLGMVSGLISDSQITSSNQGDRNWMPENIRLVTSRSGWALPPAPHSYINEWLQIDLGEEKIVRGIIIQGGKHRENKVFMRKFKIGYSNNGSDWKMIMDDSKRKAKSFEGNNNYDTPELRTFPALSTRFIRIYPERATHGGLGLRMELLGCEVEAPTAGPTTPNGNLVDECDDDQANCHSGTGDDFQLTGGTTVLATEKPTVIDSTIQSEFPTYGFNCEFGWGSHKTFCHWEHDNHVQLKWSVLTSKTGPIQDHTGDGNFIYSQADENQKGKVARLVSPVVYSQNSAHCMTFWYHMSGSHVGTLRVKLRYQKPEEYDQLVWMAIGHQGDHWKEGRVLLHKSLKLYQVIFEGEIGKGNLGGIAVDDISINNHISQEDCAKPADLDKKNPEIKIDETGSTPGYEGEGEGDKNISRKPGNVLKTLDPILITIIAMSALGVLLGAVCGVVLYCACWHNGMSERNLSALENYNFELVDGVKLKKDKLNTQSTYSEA
bovine MsrA act: bovine MsrA enzyme activators, primary screen, biochemical, absorbance, HTS; purified bovine MsrA, absorbance read-out; activation, % at 10.6 µM; actives 0.3% (n = 360,000); AID 602163, 2012; in the data active = activation above about 7.5%;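 also: 0% = vehicle and 100% = reference activator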
E coli Lon inh: inhibitors of E. coli Lon protease, primary screen, biochemical, fluorescence polarization; AID 602123, 2011; purified E. coli Lon protease; actives 0.42% (n = 360,000); P0A9M0; inhibition, % at 7.94 µM; in the data active = inhibition above about 13%, passing the limit was not always enough;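 also: 0% = enzyme with probe and DMSO and 100% = no enzyme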
Neddyl block: inhibitors of cullin neddylation, primary screen, biochemical, TR-FRET, uHTS, NAE and Ubc12. NEDD8-conjugating enzyme Ubc12 (Homo sapiens) + NEDD8-activating enzyme E1 regulatory …. calls only at 25 µM. actives 0.58% (n = 360,000); in the data active = inhibition above about 36%
SKN-1 inh: suppressors of acrylamide-induced Pgst-4::GFP reporter in worms, primary screen, SKN-1 inhibitor project, whole organism, uHTS, GFP/RFP fluorescence ratio, strain VP596 | C. elegans VP596 Pgst-4::GFP/RFP ratio, 24 h | inhibition, % at 21.8 µM | actives 0.49% (n = 360,000) | AID 624304, 2012;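 active = interference check ratio from 0.5 to 1.5 plus GFP to RFP signal ratio inhibition reaching or exceeding a fixed threshold, cut at about 30% in these data, passing the limit was not always enough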; also: some compounds called inactive have numbers as strong as hits
* = called active by the depositor.

Results for COc1cccc2cc(C(=O)N(Cc3ccccc3)CC3CCCO3)c(=O)oc12 (centres undefined) ?
FAS-TE inh: 0; Rin1 Abl inh: 2; MLLE-PAM2 inh: -4; MT1-MMP act inh: 2; CendR NRP1 mod: 15; bovine MsrA act: 1; E coli Lon inh: 2; Neddyl block: inactive; SKN-1 inh: 18

Results for CS(=O)(=O)c1ccc(Oc2ccc(-c3nnco3)cc2)c([N+](=O)[O-])c1 ?
FAS-TE inh: -5; Rin1 Abl inh: 2; MLLE-PAM2 inh: 5; MT1-MMP act inh: 1; CendR NRP1 mod: 3; bovine MsrA act: -2; E coli Lon inh: -10; Neddyl block: inactive; SKN-1 inh: 4

How did CC(C)C1NC2(C(=O)c3ccccc3C2=O)C2C(=O)N(c3ccc(F)cc3)C(=O)C12 (centres undefined) do in these assays?
FAS-TE inh: -7; Rin1 Abl inh: -5; MLLE-PAM2 inh: 39; MT1-MMP act inh: -26; CendR NRP1 mod: -4; bovine MsrA act: -1; E coli Lon inh: 50*; Neddyl block: inactive; SKN-1 inh: -5

What do the screens show for `COc1cccc(-c2cnc(C(O)c3c(C)cc(C)cc3C)[nH]2)c1` (centres undefined)?
FAS-TE inh: 1; Rin1 Abl inh: -1; MLLE-PAM2 inh: -3; MT1-MMP act inh: 4; CendR NRP1 mod: 5; bovine MsrA act: -2; E coli Lon inh: -6; Neddyl block: inactive; SKN-1 inh: 6

How did CCCCNS(=O)(=O)c1cccc(NC(=O)[C@H]2C[C@H](O)[C@@H](CO)O2)c1 do in these assays?
FAS-TE inh: -6; Rin1 Abl inh: -7; MLLE-PAM2 inh: 5; MT1-MMP act inh: -2; CendR NRP1 mod: 23; bovine MsrA act: 1; E coli Lon inh: -4; Neddyl block: inactive; SKN-1 inh: 12

How did CCOc1ccc(S(=O)(=O)N(CC)CC(=O)NC2CC2)cc1 do in these assays?
FAS-TE inh: -4; Rin1 Abl inh: 2; MLLE-PAM2 inh: 4; MT1-MMP act inh: 3; CendR NRP1 mod: 6; bovine MsrA act: -2; E coli Lon inh: -4; Neddyl block: inactive; SKN-1 inh: 0

How did O=C(COC(=O)c1nc(Cl)ccc1Cl)Nc1ccc(Cl)cc1 do in these assays?
FAS-TE inh: 16; Rin1 Abl inh: -2; MLLE-PAM2 inh: 1; MT1-MMP act inh: 3; CendR NRP1 mod: 10; bovine MsrA act: -1; E coli Lon inh: -8; Neddyl block: inactive; SKN-1 inh: 2

What do the screens show for `CCN(CC)S(=O)(=O)c1ccc2[nH]cc(C(=O)NCCc3ccc(OC)c(OC)c3)c(=O)c2c1`?
FAS-TE inh: -2; Rin1 Abl inh: -4; MLLE-PAM2 inh: -10; MT1-MMP act inh: 2; CendR NRP1 mod: -13; bovine MsrA act: -1; E coli Lon inh: -7; Neddyl block: inactive; SKN-1 inh: 8

What do the screens show for `O=C(CNC(=O)c1ccc(Oc2ccccc2)cc1)OCc1ccc(Br)cc1`?
FAS-TE inh: 18; Rin1 Abl inh: -1; MLLE-PAM2 inh: -14; MT1-MMP act inh: 6; CendR NRP1 mod: -1; bovine MsrA act: -4; E coli Lon inh: 3; Neddyl block: inactive; SKN-1 inh: 2

What do the screens show for `C[C@H](NC(=O)c1[nH]cnc1C(=O)N[C@H](C)c1ccccc1)c1ccccc1`?
FAS-TE inh: 7; Rin1 Abl inh: 1; MLLE-PAM2 inh: 2; MT1-MMP act inh: 3; CendR NRP1 mod: 22; bovine MsrA act: -1; E coli Lon inh: 3; Neddyl block: inactive; SKN-1 inh: -4

What do the screens show for `S=C(NCCc1ccccc1)NC1CC2CCC(C1)N2Cc1ccccc1` (centres undefined)?
FAS-TE inh: -3; Rin1 Abl inh: 2; MLLE-PAM2 inh: -54; MT1-MMP act inh: 0; CendR NRP1 mod: 10; bovine MsrA act: -1; E coli Lon inh: -4; Neddyl block: inactive; SKN-1 inh: -3

How did CC(C)=CCN1CCN(Cc2cnc(-c3ccccc3)s2)CC1CCO (centres undefined) do in these assays?
FAS-TE inh: -2; Rin1 Abl inh: -3; MLLE-PAM2 inh: 2; MT1-MMP act inh: 0; CendR NRP1 mod: 2; bovine MsrA act: -3; E coli Lon inh: -3; Neddyl block: inactive; SKN-1 inh: -9

What do the screens show for `CSc1ccccc1C(=O)Nc1ncc(C)s1`?
FAS-TE inh: -8; Rin1 Abl inh: -3; MLLE-PAM2 inh: 6; MT1-MMP act inh: 0; CendR NRP1 mod: 10; bovine MsrA act: 0; E coli Lon inh: -6; Neddyl block: inactive; SKN-1 inh: 4

Results for CC(C)OC(=O)c1cc(NC(=O)C2C3CCC(O3)C2C(=O)O)cc(C(=O)OC(C)C)c1 (centres undefined) ?
FAS-TE inh: -5; Rin1 Abl inh: 0; MLLE-PAM2 inh: 7; CendR NRP1 mod: 0; bovine MsrA act: 1; E coli Lon inh: 8; Neddyl block: inactive; SKN-1 inh: -4

How did OCC[C@@H]1C[C@H](O)[C@@H](O)[C@@]2(CCCCO2)O1 do in these assays?
FAS-TE inh: -6; Rin1 Abl inh: 2; MLLE-PAM2 inh: -6; MT1-MMP act inh: -2; CendR NRP1 mod: 27*; bovine MsrA act: -6; E coli Lon inh: 12; Neddyl block: inactive; SKN-1 inh: 3

Compounds listed so far containing an aryl methoxy group (3):
Results for COc1cccc2cc(C(=O)N(Cc3ccccc3)CC3CCCO3)c(=O)oc12 (centres undefined) ?
FAS-TE inh: 0; Rin1 Abl inh: 2; MLLE-PAM2 inh: -4; MT1-MMP act inh: 2; CendR NRP1 mod: 15; bovine MsrA act: 1; E coli Lon inh: 2; Neddyl block: inactive; SKN-1 inh: 18

What do the screens show for `COc1cccc(-c2cnc(C(O)c3c(C)cc(C)cc3C)[nH]2)c1` (centres undefined)?
FAS-TE inh: 1; Rin1 Abl inh: -1; MLLE-PAM2 inh: -3; MT1-MMP act inh: 4; CendR NRP1 mod: 5; bovine MsrA act: -2; E coli Lon inh: -6; Neddyl block: inactive; SKN-1 inh: 6

What do the screens show for `CCN(CC)S(=O)(=O)c1ccc2[nH]cc(C(=O)NCCc3ccc(OC)c(OC)c3)c(=O)c2c1`?
FAS-TE inh: -2; Rin1 Abl inh: -4; MLLE-PAM2 inh: -10; MT1-MMP act inh: 2; CendR NRP1 mod: -13; bovine MsrA act: -1; E coli Lon inh: -7; Neddyl block: inactive; SKN-1 inh: 8

(further entries)
How did Cc1cccc(COc2ccccc2C(=O)NC2CCC(O)CC2)c1 (centres undefined) do in these assays?
FAS-TE inh: -5; Rin1 Abl inh: 0; MLLE-PAM2 inh: 1; MT1-MMP act inh: -1; CendR NRP1 mod: -5; bovine MsrA act: 0; E coli Lon inh: -3; Neddyl block: inactive; SKN-1 inh: 19

What do the screens show for `COc1cc(NC(=O)CSc2ccc(-c3ccco3)nn2)cc(OC)c1`?
FAS-TE inh: 0; Rin1 Abl inh: -1; MLLE-PAM2 inh: 19; MT1-MMP act inh: 3; CendR NRP1 mod: -1; bovine MsrA act: 1; E coli Lon inh: -19; Neddyl block: inactive; SKN-1 inh: -5

How did Cc1ccccc1OCC(=O)NC1CCCCCCC1 do in these assays?
FAS-TE inh: 6; Rin1 Abl inh: -1; MLLE-PAM2 inh: 1; MT1-MMP act inh: -3; CendR NRP1 mod: -8; bovine MsrA act: -9; E coli Lon inh: -4; Neddyl block: inactive; SKN-1 inh: 4

Results for CC1(C)CC(NC(=O)c2ccc(-c3ccc([N+](=O)[O-])cc3)o2)CC(C)(C)N1 ?
FAS-TE inh: 7; Rin1 Abl inh: 1; MLLE-PAM2 inh: 6; MT1-MMP act inh: 1; CendR NRP1 mod: 1; bovine MsrA act: -9; E coli Lon inh: -2; Neddyl block: inactive; SKN-1 inh: 8

What do the screens show for `CCc1nnc(NC(=O)CSC(=S)N2CCOCC2)s1`?
FAS-TE inh: -4; Rin1 Abl inh: 0; MLLE-PAM2 inh: -12; MT1-MMP act inh: 2; CendR NRP1 mod: -2; bovine MsrA act: -2; E coli Lon inh: -15; Neddyl block: inactive; SKN-1 inh: -8

How did CN[C@H]1CCc2cc(OC)c(OC)c(OC)c2-c2ccc(OC)c(=O)cc21 do in these assays?
FAS-TE inh: -4; Rin1 Abl inh: -1; MLLE-PAM2 inh: 4; MT1-MMP act inh: 17; CendR NRP1 mod: -4; bovine MsrA act: -8; E coli Lon inh: -7; Neddyl block: inactive; SKN-1 inh: -7

What do the screens show for `COc1cccc(NCc2cc3c(C(C)(C)C)nn(-c4ccccc4)c3[nH]c2=O)c1`?
FAS-TE inh: 17; Rin1 Abl inh: 0; MLLE-PAM2 inh: -1; MT1-MMP act inh: 4; CendR NRP1 mod: -17; bovine MsrA act: -7; E coli Lon inh: -2; Neddyl block: inactive; SKN-1 inh: 7

How did Cc1cc(C)nc(N2CCC(C(=O)NCc3cccc(C(F)(F)F)c3)CC2)n1 do in these assays?
FAS-TE inh: -2; Rin1 Abl inh: -3; MLLE-PAM2 inh: -2; MT1-MMP act inh: -2; CendR NRP1 mod: 1; bovine MsrA act: -2; E coli Lon inh: -2; Neddyl block: inactive; SKN-1 inh: 8

How did Cc1ccc(C(=O)NC(=S)NNC(=O)COc2ccc([N+](=O)[O-])cc2)cc1 do in these assays?
FAS-TE inh: 14; Rin1 Abl inh: -1; MLLE-PAM2 inh: 9; MT1-MMP act inh: 1; CendR NRP1 mod: 2; bovine MsrA act: 6; E coli Lon inh: 7; Neddyl block: inactive; SKN-1 inh: 12

What do the screens show for `COc1ccc(OC)c2sc(N3CCc4ccccc4C3)nc12`?
FAS-TE inh: 17; Rin1 Abl inh: 2; MLLE-PAM2 inh: 10; MT1-MMP act inh: -2; CendR NRP1 mod: -13; bovine MsrA act: -4; E coli Lon inh: -12; Neddyl block: inactive; SKN-1 inh: -4

How did CC(=O)NC(c1ccccc1)c1nc(-c2cc(F)cc(F)c2)cs1 (centres undefined) do in these assays?
FAS-TE inh: 0; Rin1 Abl inh: -4; MLLE-PAM2 inh: 1; MT1-MMP act inh: -3; CendR NRP1 mod: 20; bovine MsrA act: -6; E coli Lon inh: -2; Neddyl block: inactive; SKN-1 inh: -11

Results for Cc1cccc(OCC(=O)NCCN2CCOCC2)c1 ?
FAS-TE inh: -8; Rin1 Abl inh: -1; MLLE-PAM2 inh: 33; MT1-MMP act inh: 9; CendR NRP1 mod: -2; bovine MsrA act: -3; E coli Lon inh: -9; Neddyl block: inactive; SKN-1 inh: -9

Screens (PubChem BioAssay)
